Bioassay records as filed in PubChem.
TCR activator: T cell receptor activation. Potency, µM (titrated, usually from 9.22 µM), without a hit: at the top dose activation of IL-2 secretion, hits mostly activators. 330,000 tested, under 10 active. primary human leukocytes, anti-CD3, IL-2 HTRF, 48 h. AID 504894; also: % of control where 0% means no effect
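48 hr co-incubation of compounds, a-CD3 beads and primary human leukocytes; IL-2 quantified homogeneously by HTRF with anti-IL-2 K and d2 conjugates.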
a7 integrin act: activators of alpha7 integrin expression for muscular dystrophy. Potency, µM (doses to about 38.3 µM), without a hit: at the highest dose activation, hits mostly activators. hit rate 0.064% among 350,000. AID 624291. alpha7betagal myoblasts, beta-gal FDG fluorescence, 48 h;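 also: potency is read from the fitted curve at half-maximal effect; 100% = response of the positive control SU9516; nearly all actives have a fitted effect of over 60% in size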
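alpha7betagal+/- myoblasts (passage 13, 250/well) treated 48 h at 37C with compounds at 1:260 dilution of DMSO stock. Lysed, then beta-galactosidase activity read as FDG fluorescence (ex 480/em 540) after 30 min, with pre-read for autofluorescence.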
AT treatment: potential ataxia-telangiectasia treatments restoring KAP-1 phosphorylation; […] A-T fibroblasts, KAP-1 phosphorylation AlphaLISA; neocarzinostatin DNA damage 30 min before lysis; Potency, µM (titrated, usually from 57.5 µM), for inactives: at the highest dose activation, actives largely listed as activators; hit rate 0.19% among 320,000; AID 485349; also: potency is read from the fitted curve at half-maximal effect; % of control where 0% means no effect; nearly all actives have a fitted effect of over 45% in size
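hTERT-immortalized A-T patient fibroblasts ([…]), 500 cells/well in OPTI-MEM, 1% FBS, got compounds for 60 min, then NCS for 30 min at 37C. Lysates were then assayed for phospho-KAP-1 by AlphaLISA (anti-pKAP1 donor, anti-KAP1 acceptor beads), 6 hr at 25C.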
BRCA1 expr act: activators of BRCA1 expression; hit rate 1.1% among 380,000; Potency, µM (highest dose often 46.1 µM), for the others: top-dose activation, most hits filed as activators; MCF7-BRCA1-FFLuc reporter, luminescence, 48 h; response scale: scaled: vehicle 0%, 10 µM genistein 100%; also: potency is read from the fitted curve at half-maximal effect; nearly all actives have a fitted effect of over 80% in size; some results filed as inactive show a strong effect at the top dose
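Activators of BRCA1 expression were detected as increased firefly luciferase luminescence in engineered MCF7 cells after 48 h compound incubation. Signals were scaled to genistein 10 microM as full activation.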
TSG101-PTAP inh: blocks PTAP/TSG101 interaction to inhibit HIV-1 budding. 340,000 tested, under 10 active. Fluorescence polarization, FITC-PTAP peptide / Tsg101 binding. Q99816. Potency, µM (series often up to 115 µM), inactives show top-dose activity change, negative = inhibition, most hits filed as inhibitors. AID 493005; active = well fitted inhibition curve with a large enough effect in the main read-out, with a control signal flat, not every such curve was filed as active; inconclusive = small, poorly fitted or top-dose-only effect, or effect the other way, or a change in a side signal; inactive = no such curve, though single readings can be large or run the other way; also: potency is read from the fitted curve at half-maximal effect; % of control where 0% means no effect
Target sequence (Q99816 whole entry, looked up): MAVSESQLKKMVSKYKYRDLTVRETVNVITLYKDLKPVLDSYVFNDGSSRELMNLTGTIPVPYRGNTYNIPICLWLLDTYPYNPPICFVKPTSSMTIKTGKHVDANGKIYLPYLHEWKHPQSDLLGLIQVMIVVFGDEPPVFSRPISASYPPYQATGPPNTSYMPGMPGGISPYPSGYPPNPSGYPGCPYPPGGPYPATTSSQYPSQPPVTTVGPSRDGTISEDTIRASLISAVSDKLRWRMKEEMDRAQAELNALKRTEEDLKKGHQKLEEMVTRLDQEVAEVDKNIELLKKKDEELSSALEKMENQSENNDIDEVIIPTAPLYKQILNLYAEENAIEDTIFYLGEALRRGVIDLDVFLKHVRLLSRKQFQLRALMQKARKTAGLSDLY
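Fluorescence polarization binding of Tsg101 binding domain (10 uM final) to FITC-labeled PTAP peptide (50 nM final) in HEPES pH 7.5 buffer with NaCl, Tween 20, EDTA, TCEP. Compounds added before peptide; binding 20 min at RT.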
B2AR arrestin: recruits beta-arrestin to the human beta2-adrenergic receptor; hit rate 0.02% among 330,000; P07550; AID 492947; beta-arrestin recruitment to beta2AR, cell-based reporter; Potency, µM (titrated, usually from 46.1 µM), inactives show top-dose activation, hits mostly activators;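 also: potency is read from the fitted curve at half-maximal effect; 0% = DMSO controls and full agonism = EC100 isoproterenol or metaproterenol; nearly all actives have a fitted effect of over 65% in size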
Target sequence (P07550 whole entry, looked up): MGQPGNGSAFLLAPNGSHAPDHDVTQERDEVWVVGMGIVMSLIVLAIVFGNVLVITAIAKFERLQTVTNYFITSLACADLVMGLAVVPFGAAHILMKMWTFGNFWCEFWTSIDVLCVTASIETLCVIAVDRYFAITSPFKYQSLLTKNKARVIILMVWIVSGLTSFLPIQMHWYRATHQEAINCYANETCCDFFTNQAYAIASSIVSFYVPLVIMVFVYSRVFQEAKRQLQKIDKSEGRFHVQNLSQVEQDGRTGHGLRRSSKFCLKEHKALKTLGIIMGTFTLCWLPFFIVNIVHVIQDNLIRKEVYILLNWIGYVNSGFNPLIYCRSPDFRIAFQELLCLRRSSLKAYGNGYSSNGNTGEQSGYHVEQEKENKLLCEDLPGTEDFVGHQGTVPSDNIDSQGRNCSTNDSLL
ELG1 DNA repair: inhibitors of ELG1-dependent DNA repair in HEK293T cells. Potency, µM (series often up to 46.1 µM), without a hit: at the highest dose activity change, negative = inhibition, hits mostly inhibitors. HEK293T ELG1-luciferase reporter, luminescence, 16 h; DNA damage induced by 5-fluorouridine. hit rate 2.3% among 330,000; also: potency is read from the fitted curve at half-maximal effect; % is scaled to controls: 0 for no effect and ±100 for the full control effect; nearly all actives have a fitted effect of over 55% in size
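DMSO vehicle served as the neutral condition. Each well held 2,000 cells given 5-fluorouridine plus compound; after 16 hr at 37 °C/5% CO2, ONE-Glo was added and luciferase measured 30 min later.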
TRPV1 agonist: activates the human vanilloid receptor TRPV1; Q8NER1; TRPV1-expressing cells, Fluo-8 calcium influx, agonist mode; activation, % at 8.33 µM; hit rate 0.19% among 320,000; AID 540275; in the data active = activation above about 80%; inconclusive = between about 30% and that limit; also: 0% is about no effect
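Fluo-8 calcium influx in TRPV1-expressing cells, kinetic read (ex 480/em 520 nm). Compound added and read 3 min for agonist activity, followed by capsaicin at EC20 final and 2 min further read for enhancement.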
MLL CXXC-DNA inh: MLL CXXC-DNA interaction inhibition; Q03164; MLL-CXXC / FITC-HOXA9 DNA fluorescence polarization; Potency, µM (highest dose often 115 µM), inactives show top-dose activity change, negative = inhibition, hits mostly inhibitors; hit rate 0.037% among 290,000; AID 2662; active = well fitted inhibition curve with a large enough effect in the polarisation, with a control signal flat, not every such curve was filed as active; inconclusive = small, poorly fitted or top-dose-only effect, or effect the other way, or a change in a side signal; inactive = no such curve, though single readings can be large or run the other way; the % refers to the polarisation; also: potency is read from the fitted curve at half-maximal effect
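Purified MLL-CXXC (added from a 7 uM solution) was preincubated 5 min at ambient with pinned compounds in 50 mM Tris-HCl pH 7.5, 50 mM NaCl, 1 mM DTT, 0.05% BSA. Fluorescein-labeled HOX-A9 DNA (50 nM solution) followed, 30 min, then polarization read.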
p53 reactivation: restores transcriptional activity of mutant p53. hit rate 0.063% among 320,000. H1299 p53-A138V BP100-luciferase reporter, luminescence, 24 h. Potency, µM (highest dose often 92.2 µM), for the others: top-dose activity change, positive = activation, most hits filed as activators; also: potency is read from the fitted curve at half-maximal effect; % of control where 0% means no effect; nearly all actives have a fitted effect of over 45% in size
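H1299 (p53-null), stable ts p53-A138V + BP100-Luc; 1000 cells/well, Opti-MEM/10% FBS; cpd 4 pt, 1:5; 24 h, 37 deg C, 5% CO2; detection reagent 10 min RT; luminescence.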
Starred values were filed as active, the others as inactive; ? = inconclusive; nt = no result given; [ ] = dose if it differs, or a comment. Unless noted, calls follow the shape of the dose curve; as a rule, active = well fitted curve in the direction sought with a large enough effect; inconclusive = small, poorly fitted or top-dose-only effect, or another doubt; inactive = no such curve, though single readings can be large; an effect the other way counts as inactive or inconclusive. Compounds as they come (roughly 3.8% active in at least one column).

SMILES	TCR activator	a7 integrin act	AT treatment	BRCA1 expr act	TSG101-PTAP inh	B2AR arrestin	ELG1 DNA repair	TRPV1 agonist	MLL CXXC-DNA inh	p53 reactivation
Oc1ccc(N=Nc2cccc(Cl)c2)cc1C=Nc1ccc(N2CCOCC2)cc1	4%	-16%	1%	-27%	-1%	-0.4%	-4%	1	13%	?
CC/C(=N/NC(=O)CCC(=O)Nc1ccccc1OC)c1ccccc1	8%[46.1 µM]	13%	nt	2%	-2%	-0.4%	6%	3	5%	17%
C/C(CC(=O)Nc1c(C)cc(C)cc1C)=N\NC(=O)OC(C)(C)C	4%[46.1 µM]	3%	24%	2%	-3%	-0.6%	14%	2	15%	-7%
CCOc1ccc(C2C3=C(CC(C)(C)CC3=O)N(CC(=O)O)C3=C2C(=O)CC(C)(C)C3)cc1OCC	4%	1%	-17%	4%	-6%	-0.4%	?	4	-4%	-2%
CCCCCCCC(=O)Oc1ccc(C(=O)Nc2cc(C)on2)cc1	1%	-23%	-2%	35%	-1%	-0.6%	?	2	?	10%
O=C(CN1CCN(c2ccc(O)cc2)CC1)NC(c1ccccc1)c1ccccc1	1%[46.1 µM]	9%	6%	-5%	-3%	-1.3%	3%	-4	-5%	-15%
COc1ccc(N2CCN(CC(=O)Nc3ccc(C)c(C)c3)CC2)cc1	8%	16%	1%	-36%	-2%	-0.6%	-10%	30	3%	?
COC(=O)C1(S(=O)(=O)c2cc(Br)cc3c2N(C(C)=O)CC3)CC1	-4%	28%	7%	-15%	-1%	-1.2%	-3%	-5	1%	2%
COc1cccc(-c2nn[nH]n2)c1O	-5%[46.1 µM]	-4%	3%	0%	-1%	3.0%	3%	2	-3%	17%
COc1ccc(S(=O)(=O)N(CC(=O)NC2CC2)C2CCCCC2)cc1Cl	1%	9%	23%	6%	-8%	4.0%	0%	?	-5%	-4%
CC(C)n1c(CN2CCN(C(=O)c3ccco3)CC2)nc2c1c(=O)n(C)c(=O)n2C	6%	1%	4%	3%	-1%	0.4%	1%	1	-5%	-3%
Cc1cccc(/C=N\NC(=O)c2csnn2)c1	7%	-39%	19%	42%	-2%	-0.5%	?	2	-16%	?
COc1ccc(C2C(C#N)=C(N)Nc3onc(C(C)(C)C)c32)c(OC)c1 (configuration not stated)	1%[46.1 µM]	-18%	11%	-53%	-2%	-0.8%	-15%	0	-1%	1%
FC(F)(F)c1cc(-c2ccco2)nc(NCc2cccs2)n1	nt	-22%	?	-38%	-7%	-0.1%	0%	12	1%	-7%
Cc1nc(CN2CCN(Cc3nc(C(c4ccccc4)c4ccccc4)no3)CC2)cs1	3%	0%	2%	-10%	-6%	0.2%	-25%	1	-3%	0%
Nc1ncnc2c1ncn2[C@@H]1O[C@H](CNS(=O)(=O)C2CC2)[C@@H](O)[C@H]1O	-4%[46.1 µM]	-16%	-23%	0%	1%	-0.1%	11%	nt	nt	2%
COC(=O)c1sccc1NC(=O)Nc1ccccc1C	1%	?	0%	2%	-1%	0.0%	9%	18	16%	2%
COc1ccc(N2CC(C(=O)Nc3cccnc3)CC2=O)cc1 (configuration not stated)	2%	30%	-3%	-10%	1%	-0.2%	11%	-1	1%	-1%
O=C([C@H](Cc1ccc(O)cc1)n1cc(CCO)nn1)N1CCNCC1	10%	14%	-8%	2%	1%	2.8%	?	0	-2%	-1%
OC(c1ccccn1)C1CCN(Cc2nc(C(c3ccccc3)c3ccccc3)no2)CC1 (configuration not stated)	-5%	-9%	-6%	-17%	-4%	-0.8%	-12%	-2	-3%	-2%
COc1ccccc1[C@@H]1C(c2cccc(C)c2)=NN(c2ccccc2)[C@H]1C(=O)N1CCOC1=O	5%	14%	31%	-9%	0%	-1.0%	nt	-1	-4%	nt
NC(=O)c1ccc(Oc2ccc(-c3nnco3)cc2)c([N+](=O)[O-])c1	-6%	13%	-2%	-2%	2%	-0.1%	1%	1	-3%	4%
Cc1ccc(F)cc1NC(=O)Cc1nn(C)c(=O)c2ccccc12	4%	-5%	2%	-35%	-5%	-0.8%	?	4	-7%	-3%
O=C(O)CCCC(=O)N1CCN(C(c2ccccc2)c2ccccc2)CC1	4%[46.1 µM]	-17%	1%	43%	-5%	-0.5%	3%	-1	2%	-1%
OC(CN1CCN(c2ncc(C(F)(F)F)cc2Cl)CC1)c1ccccc1 (configuration not stated)	-1%	13%	23%	2%	-1%	-1.0%	-14%	2	13%	-1%
Additional compounds follow:
SMILES	TCR activator	a7 integrin act	AT treatment	BRCA1 expr act	TSG101-PTAP inh	B2AR arrestin	ELG1 DNA repair	TRPV1 agonist	MLL CXXC-DNA inh	p53 reactivation
CCOc1ccc2c(c1)C(C)=CC(C)(C)N2	-7%	nt	3%	-9%	0%	3.3%	27%	4	nt	4%
Clc1ccc(C(c2ccccc2)N2CCN(c3ccccn3)CC2)cc1 (configuration not stated)	-1%	-23%	6%	-7%	-12%	0.4%	?	?	1%	4%
CCOc1ccc(C(=O)NC(C(=O)N2CCC2)C(C)C)cc1 (configuration not stated)	-3%	13%	-5%	12%	-2%	0.4%	8%	-1	nt	10%
O=C1Nc2ccc(S(=O)(=O)N(CCO)CCO)c3cccc1c23	nt	0%	-3%	23%	-2%	-0.1%	11%	1	-2%	6%
Cc1nc(N2CCN(C(=O)c3cccs3)CC2)c2c3c(sc2n1)CCCC3	-1%	1%	-5%	-64%	-4%	-0.7%	?	?	6%	-6%
CC(C)(C)c1ccc(NC(=O)COC(=O)c2ccc(NS(=O)(=O)c3ccc(F)c(F)c3)cc2)cc1	-2%[46.1 µM]	0%	5%	-24%	-5%	-0.9%	-3%	0	5%	16%
Cc1c(CCOC(=O)C23CC4(C)CC(C)(CC(C)(C4)C2)C3)sc[n+]1CC(=O)c1ccccc1	-7%	-69%[inhibitor]	-1%	-84%[inhibitor]	1%	-0.2%	1%	-1	23%	-11%
CC(C)CC(NC(N)=O)C(=O)Nc1cccc([N+](=O)[O-])c1 (configuration not stated)	1%	-4%	6%	0%	0%	0.0%	19%	-2	2%	-2%
COc1cccc(NS(=O)(=O)c2cc3c4c(c2)CCC(=O)N4CCC3)c1	-1%	-26%	25%	-19%	1%	0.0%	-2%	-6	nt	-7%
CN(C)c1ccc(NC(=O)CN2CCN(CC(=O)Nc3ccc(F)cc3)CC2)cc1	6%	-11%	-1%	34%	-2%	-0.2%	19%	2	7%	6%
COc1ccc(OC)c(C2C(C#N)=C(N)Oc3cc(C)n(Cc4ccccn4)c(=O)c32)c1 (configuration not stated)	3%	-14%	0%	-3%	-1%	0.1%	2%	3	-12%	10%
CCN(CC)C(=O)CSc1nc2ccccc2c(=O)n1OC	-6%	-7%	-7%	3%	0%	-0.2%	-2%	1	-2%	-3%
CSCCC(C(=O)O)N1C(=O)c2ccc(C(=O)O)cc2C1=O (configuration not stated)	3%	29%	9%	-13%	-1%	-0.6%	0%	-6	0%	-4%
O=c1cc(/C=C/c2c(F)cccc2Cl)[nH]c2ccccc12	-4%[46.1 µM]	7%	0%	71%	-1%	-1.1%	?	27	43%[activator]	19%
O=C(CSc1nnc(-c2ccc(F)cc2)c2ccccc12)Nc1cccc(Cl)c1	2%[46.1 µM]	0%	1%	-33%	-4%	0.2%	-24%	-1	24%	-19%
Cn1c(NN)nc2sc3c(c2c1=O)CC(C)(C)OC3	3%[46.1 µM]	-19%	-2%	-90%[inhibitor]	-4%	-0.2%	-5%	7	-15%	4%
Cc1ccccc1OCC(=O)OCC(=O)Nc1ccc2c(c1)OCCO2	2%	16%	0%	9%	0%	0.4%	23%	5	nt	?
c1ccc(-c2nc3ccccn3c2-c2ccccc2)cc1	0%	5%	nt	-35%	-3%	nt	nt	nt	nt	nt
Cc1ccc(N(C(=O)CNC(=O)c2ccco2)C(C(=O)NC2CCCC2)c2cccnc2)cc1 (configuration not stated)	-1%	-14%	-2%	-7%	-3%	0.4%	0%	1	4%	2%
CCc1cc(C(=O)N2CCN(S(=O)(=O)c3cc(C)ccc3C)CC2)sc1C	-1%	-22%	10%	-26%	-2%	0.4%	?	-1	nt	3%
CC(C)(Cc1ccc(O)cc1)NC(=O)SCc1ccccc1	-3%	-22%	-5%	-17%	0%	-0.6%	9%	1	2%	?
Cc1cc(C(=O)Nc2ccc(S(=O)(=O)Nc3onc(C)c3C)cc2)cs1	1%[46.1 µM]	-7%	3%	-4%	-2%	-0.3%	21%	-2	-2%	-15%
Cc1ccc2cc(C#N)c(SCC(=O)N3CCCc4ccccc43)nc2c1	0%[46.1 µM]	24%	5%	-13%	0%	-0.3%	1%	-3	9%	-5%
